TLR4 MyD88 comp – inhibitors of TLR4-MyD88 association in cells, primary screen, cell-based, HeLa CL3-4, BLA complementation, FRET ratio. HeLa CL3-4 TLR4/MyD88 BLA complementation. inhibition, % at 8.4 µM. hit rate 0.18% among 200,000. AID 861, 2007; in the data active = inhibition above about 25%;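 also: 0% = vehicle and 100% = reference inhibitor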
Target sequence (O00206 whole entry, looked up): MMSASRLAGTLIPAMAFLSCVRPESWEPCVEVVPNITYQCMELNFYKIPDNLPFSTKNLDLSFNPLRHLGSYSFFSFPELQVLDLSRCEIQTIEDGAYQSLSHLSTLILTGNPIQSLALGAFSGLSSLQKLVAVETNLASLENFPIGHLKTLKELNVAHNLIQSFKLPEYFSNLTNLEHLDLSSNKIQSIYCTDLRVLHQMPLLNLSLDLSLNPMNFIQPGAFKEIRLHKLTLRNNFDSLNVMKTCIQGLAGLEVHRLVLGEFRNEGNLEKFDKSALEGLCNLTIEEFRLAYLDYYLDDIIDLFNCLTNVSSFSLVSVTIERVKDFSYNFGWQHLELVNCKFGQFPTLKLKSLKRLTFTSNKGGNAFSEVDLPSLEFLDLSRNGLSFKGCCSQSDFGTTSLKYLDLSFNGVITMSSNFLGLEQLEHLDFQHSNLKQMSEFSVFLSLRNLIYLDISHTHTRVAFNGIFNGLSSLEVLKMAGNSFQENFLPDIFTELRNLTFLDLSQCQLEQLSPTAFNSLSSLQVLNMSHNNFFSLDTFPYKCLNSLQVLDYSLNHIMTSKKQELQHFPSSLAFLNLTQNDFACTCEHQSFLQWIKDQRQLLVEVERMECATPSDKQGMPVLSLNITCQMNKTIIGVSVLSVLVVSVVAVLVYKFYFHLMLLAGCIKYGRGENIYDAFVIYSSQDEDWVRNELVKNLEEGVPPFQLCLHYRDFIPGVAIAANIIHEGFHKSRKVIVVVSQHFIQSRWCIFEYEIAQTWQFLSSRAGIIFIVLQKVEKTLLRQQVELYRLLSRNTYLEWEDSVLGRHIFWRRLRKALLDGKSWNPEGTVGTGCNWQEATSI
Target sequence (Q99836 whole entry, looked up): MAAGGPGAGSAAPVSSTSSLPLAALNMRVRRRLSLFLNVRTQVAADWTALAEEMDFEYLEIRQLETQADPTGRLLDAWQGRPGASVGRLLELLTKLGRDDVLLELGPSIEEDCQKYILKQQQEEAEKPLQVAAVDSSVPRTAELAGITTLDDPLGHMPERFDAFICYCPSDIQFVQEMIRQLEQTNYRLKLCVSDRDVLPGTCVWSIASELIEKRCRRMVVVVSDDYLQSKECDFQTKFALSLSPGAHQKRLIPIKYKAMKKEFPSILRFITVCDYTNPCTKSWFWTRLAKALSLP
APP 5UTR inh – inhibitors of APP translation via 5'UTR reporter, primary screen, APP 5'UTR luciferase, SH-SY5Y cells; SH-SY5Y APP 5'UTR-luciferase reporter, luminescence; inhibition, % at 2 µM; hit rate 0.82% among 190,000;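 active = inhibition above a set limit, derived from the sample mean plus 3 SD, cut at about 45% in these data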; also: values of inactives mirror those of a sister screen read the other way
STAT3 activator – IL-6 driven STAT3 reporter potentiators, primary screen, U3A cells, luciferase, luminescence, MLSCN library; hit rate 0.91% among 190,000; IL-6 STAT3-luciferase reporter; 100% = signal with IL-6 EC80 alone; AID 871, 2007; activation (% of control), % at 5.6 µM;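 active = activation above the screen-wide mean of compound activation plus 3 SD, cut at about 130% in these data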;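 also: 0% = background luminescence of wells with medium and substrate only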
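Material: STAT3-luciferase reporter U3A cells; Probe or stimulus: IL-6 (33 ng/mL); Incubation: compound pre-incubation 1 h before IL-6, then 6 h stimulation at 37 °C; Technique: luminescence from STAT3-driven luciferase reporter; Evaluation: % activation versus median of IL-6-stimulated wells; Controls: IL-6-only high control.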
STAT1 blocker – STAT1 signaling inhibitors, primary screen, cell-based, HTS, luciferase reporter; NIH 3T3 STAT1-luciferase reporter, IFN-gamma, luminescence; hit rate 0.35% among 200,000; AID 920, 2007; inhibition, % at 5.5 µM;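 active = inhibition above a set limit, the mean inhibition across all tested compounds plus 3 SD, cut at about 34% in these data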;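 also: 0% = IFN-gamma with DMSO and 100% = IFN-gamma with 300 µM nifuroxazide; values of inactives mirror those of a sister screen read the other way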
Diaphorase inh – diaphorase inhibitors and chemical oxidizers, primary screen, counter-screen for diaphorase-coupled primary assays, biochemical, uHTS, resorufin fluorescence; inhibition, % at 20 µM; hit rate 0.69% among 190,000; AID 1217, 2008; diaphorase resazurin-to-resorufin fluorescence, NADH, 16 min; bacterial (C. kluyveri) enzyme, not human;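 active = primary screen inhibition at 20 µM above a set limit, cut at about 50% in these data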;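 also: plate controls were DMSO with full reaction for no effect and wells lacking NADH for full effect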
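Benchmarks: positive control wells lacking NADH, neutral wells with DMSO only. System: bacterial diaphorase enzyme (C. kluyveri). Input: 0.14 U/mL diaphorase, enzyme working solution. Detection: resorufin fluorescence, excitation 544 nm, emission 590 nm. Times: 16-min room-temperature incubation before reading.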
STAT1 act – STAT1 signaling activators, primary screen, cell-based, HTS, luciferase reporter | hit rate 2.6% among 200,000 | NIH 3T3 STAT1-luciferase reporter, IFN-gamma, luminescence; 100% = IFN-gamma alone, no compound | activation (% of control), % at 5.5 µM;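 active = activation above the screen-wide mean activation plus 3 SD, cut at about 130% in these data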;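 also: raw ratio to IFN-gamma control signal so 100% means no change and 0% no light; values of inactives mirror those of a sister screen read the other way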
STAT3 inh – IL-6 driven STAT3 reporter inhibitors, primary screen, U3A cells, luciferase, luminescence, MLSCN library; hit rate 0.89% among 190,000; IL-6 STAT3-luciferase reporter; host cell line lacks STAT1; inhibition, % at 5.5 µM; AID 862, 2007;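 active = inhibition above the mean inhibition across all screened compounds plus 3 SD, cut at about 44% in these data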;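 also: 0% = DMSO only wells and 100% = 100 µM nifuroxazide control wells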
G6PDH counter – L. mesenteroides G6PDH inhibitors, counter-screen for G6PDH-coupled screening assays, biochemical, Leuconostoc mesenteroides enzyme. hit rate 0.12% among 200,000. Purified L. mesenteroides G6PDH, diaphorase/resazurin coupled fluorescence, 45 min. glucose-6-phosphate dehydrogenase [Leuconostoc mesenteroides]. AID 1020, 2008. inhibition, % at 5 µM; in the data active = inhibition above about 50%
Hsp70 act – Hsp70 transcriptional activators, primary screen, cell-based, HeLa, Hsp70 promoter luciferase, luminescence, 10 µM; HeLa Hsp70 promoter luciferase reporter; scaled: vehicle 0, proteasome-inhibitor control 100%; activation, % at 10 µM; hit rate 0.04% among 200,000; AID 1203, 2008;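 active = activation above the mean across all tested compounds plus 3 SD, cutoff set per campaign, cut at about 5.5% in these data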;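 also: 100% = MG132 at 30 µM as the positive control and 0% = DMSO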
Diaph act CS – compounds boosting diaphorase resazurin reduction – biochemical, uHTS, resorufin fluorescence, counter-screen for diaphorase-coupled primary assays, primary screen | AID 1229, 2008 | hit rate 0.005% among 190,000 | activation factor at 20 µM | Diaphorase/resazurin coupled assay, 16 min; stronger effect = higher value; 1 = vehicle wells, 0 = NADH-free wells;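 active = diaphorase activity raised at least twofold by the compound at 20 µM; inactive = activation factor below 2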
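Material: purified diaphorase enzyme from Clostridium kluyveri; Also added: 0.114 mM NADH and 0.1 mM resazurin, final amounts; Doses: single compound dose of 20 µM, 1% DMSO final; Times: 16 min enzyme reaction, ambient temperature; Detection: resorufin fluorescence, excitation 544 nm, emission 590 nm; Measure: increased resorufin signal from activators or reducing compounds.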
The depositor's hits bear a star; nt = no result given. Not a hit list (roughly 6.1% active in at least one column).

SMILES	TLR4 MyD88 comp	APP 5UTR inh	STAT3 activator	STAT1 blocker	Diaphorase inh	STAT1 act	STAT3 inh	G6PDH counter	Hsp70 act	Diaph act CS
Clc1cccc(-c2ccnc3nc(-n4cccc4)nn23)c1	-7.4	-13.2	89.8	-6.3	-1.0	105.7	17.8	0.7	-0.7	1
Cc1ccc(Sc2sc(=O)n(C)c2S(=O)(=O)c2ccc(C)cc2)cc1	-15.0	-15.7	96.8	-4.0	7.4	102.7	5.3	2.8	0.2	0.9
COc1ccccc1N1CCN(CC(=O)Nc2ccc(Cl)c(C(F)(F)F)c2)CC1	3.1	-4.3	101.9	1.9	17.4	98.3	0.5	6.3	-0.4	0.8
c1ccc(Nc2ccc3c4c(cccc24)CC3)cc1	-18.0	1.5	88.0	-2.8	6.2	102.6	17.1	6.4	-0.4	0.9
Cc1nnc(SCc2cc(=O)[nH]c(N3CCN(Cc4ccccc4)CC3)n2)s1	0.9	-13.1	98.1	0.5	8.6	99.5	6.6	13.1	-0.4	0.9
COc1cccc(C(=O)NCc2nnc(SCC(=O)Nc3nccs3)n2-c2ccccc2)c1	-4.7	-2.0	95.7	4.3	-0.4	96.2	10.3	6.8	-0.3	1
O=C(Cc1csc(-c2ccccc2)n1)NCc1cccs1	7.1	-3.5	102.2	-7.1	-4.3	106.6	2.3	11.8	-0.2	1
COc1ccc(C(=O)CNc2ccccc2C#N)cc1	3.3	-19.7	81.6	-15.8	11.9	113.2	27.6	0.6	-0.1	0.9
COc1cccc(NC(=O)Nc2ccc(C)c(Cl)c2)c1	-1.1	-54.7	93.4	-36.7	-6.3	132.6*	13.0	5.2	0.0	1.1
Cn1c(SCc2nc3ccccc3c(=O)[nH]2)nnc1-c1ccco1	-7.5	-7.4	94.7	-3.4	10.8	103.1	7.4	-13.8	-0.3	0.9
C/C(O)=C(\N=Nc1cc(C)ccc1O)C(N)=O	4.2	3.4	143.0*	5.3	14.3	93.2	-46.0	22.4	-0.1	0.9
C#CCn1c(=NC(=O)c2cc(Cl)sc2Cl)sc2cc(S(N)(=O)=O)ccc21	-16.6	-19.8	109.0	1.9	0.7	98.3	-13.8	5.5	-0.3	1
CCC(C)c1ccc(NC(=O)COc2c(F)c(F)c(C(F)(F)F)c(F)c2F)cc1 (centres undefined)	3.7	-5.3	100.3	2.5	20.3	97.8	-4.8	-11.5	-0.4	0.8
Cc1c(C(=O)OC2CCC(C)CC2)[nH]c2c1C(=O)CCC2 (centres undefined)	-12.8	-148.1	75.4	-51.1	23.1	145.8*	34.6	-21.4	0.1	0.8
COc1ccc(N2CCN(C(c3ccccc3OC)c3nnnn3C3CCCC3)CC2)cc1 (centres undefined)	-2.3	-3.4	77.9	8.3	22.8	93.4	31.9	15.8	-0.2	0.8
COc1ccc(NCC(=O)N/N=C2\CCCC(C)C2)cc1 (centres undefined)	-0.7	7.9	86.0	-1.4	6.5	100.8	18.1	-5.4	-0.3	0.9
CCC(Cc1ccccc1)NCc1c(C(=O)O)c(C)n(Cc2ccccc2)c1C (centres undefined)	-11.3	-22.9	90.5	1.2	0.5	98.4	13.6	2.5	0.2	1
CCCC(=O)N1CCN(c2ccc(NC(=S)NC(=O)CC)cc2)CC1	1.9	-4.5	92.6	-1.7	5.1	101.5	19.6	0.2	-0.3	0.9
Cc1ccnc(SCc2cc(=O)c(OC(=O)c3ccccc3)co2)n1	4.4	-12.4	87.9	8.4	7.8	91.6	23.8	-3.6	0.0	0.9
C#CCn1c(=NC(=O)CSC(C)=O)sc2cc(F)ccc21	-15.2	-2.0	nt	3.1	2.1	96.0	nt	5.5	-0.1	1
CCn1cc(C(=O)NCc2ccccc2Cl)cn1	-11.8	-13.7	103.3	0.3	10.0	99.9	-5.7	10.6	0.1	0.9
CCC(=O)NNc1ncnc2c1cnn2-c1cccc(C)c1	1.9	-14.6	93.3	3.6	1.4	96.3	15.0	9.1	-0.1	1
COC(=O)c1ccccc1NC(=O)COC(=O)c1ccc(C)c(NC(=O)c2ccco2)c1	-9.6	-2.6	86.6	15.3	34.6	86.0	18.0	3.9	-0.1	0.7
NC(=S)Nc1ccc2cc[nH]c2c1	-15.0	-2.0	104.2	-2.1	0.6	101.4	-2.9	1.4	-0.2	1
O=C(NC(=S)Nc1ccccc1N1CCOCC1)c1ccc(-c2cc(Cl)ccc2Cl)o1	4.7	8.7	93.1	4.5	7.5	96.0	10.7	-18.1	-0.5	0.9
The listing continues.
SMILES	TLR4 MyD88 comp	APP 5UTR inh	STAT3 activator	STAT1 blocker	Diaphorase inh	STAT1 act	STAT3 inh	G6PDH counter	Hsp70 act	Diaph act CS
CCc1cccc(C)c1NC(=O)CN(C)Cc1ccc(Br)cc1	9.8	-16.6	101.0	12.6	-2.5	85.7	3.5	7.9	0.1	1
COc1ccc(-c2cc3nc(C)c(CCC(=O)NC(C)CCc4ccco4)c(C)n3n2)c(OC)c1 (centres undefined)	3.0	7.7	93.9	-0.3	12.8	100.3	12.6	6.0	-0.5	0.9
CCOC(=O)c1cc(NC(=O)Nc2ccc(Br)cc2)c(C)nc1C	0.5	17.4	89.2	-4.5	18.6	103.1	14.7	3.3	0.0	0.8
O=c1cc(CN2CCN(c3ccccc3F)CC2)c2cc(O)c(-c3ccccc3)cc2o1	-0.9	-24.2	105.5	-4.5	7.3	104.1	-2.5	3.7	-0.3	0.9
Cc1ccc(-n2c(=O)c3c(n4cnnc24)-c2ccccc2CC32CCCCC2)cc1	-22.1	-5.6	100.2	-19.7	19.4	117.5	-2.5	4.9	-0.5	0.8
COc1ccc([N+](=O)[O-])cc1NC(=O)CSc1ccccc1	-17.5	0.4	85.5	-8.1	10.4	107.3	22.5	2.3	-0.4	0.9
O=C(c1ccc2c(c1)OCO2)C1CCCN(C2CCN(CCc3ccccc3)CC2)C1 (centres undefined)	-0.4	6.1	94.9	4.0	14.4	94.6	8.3	13.6	-0.2	0.9
CN1CCN(CCNC(=O)Nc2ccccc2C(F)(F)F)CC1	-11.6	-19.3	101.6	-1.0	11.3	100.9	5.7	-10.1	-0.5	0.9
COCCNC(=O)CCCCCN1C(=O)CCC1=O	7.7	1.5	95.9	-0.5	-4.4	100.4	9.1	46.2	-0.1	1
COc1ccc(Nc2nc(-c3ccccc3)nc3ccccc23)c(OC)c1	8.0	-10.2	92.5	-12.9	20.6	112.0	14.1	5.2	-0.5	0.8
Cc1ccc(CNC(=O)Nc2ccc(C)cc2)cc1	-14.7	-6.7	101.3	-19.9	-7.9	116.1	3.6	13.6	-0.2	1.1
CCOc1ccc(N2C(=O)CN=C2Nc2ccccc2F)cc1	0.9	2.9	106.6	-2.3	-4.4	102.1	-2.9	3.3	-0.1	1
C#CCOC(=O)C(NC(=O)c1ccccc1)=C(C)C	5.8	-0.7	95.1	6.0	12.4	94.5	12.9	10.4	0.0	0.9
COCCN=C1NN=C(c2ccc(NC(C)=O)cc2)CS1	0.4	-11.9	98.8	-1.9	15.0	102.2	7.5	-7.6	-0.2	0.8
O=[N+]([O-])c1ccc(Nc2cccc(F)c2)nc1	5.8	13.4	93.5	3.9	21.9	96.9	9.8	11.6	0.0	0.8
COc1ccc(CCCc2nnc(SCC(=O)Nc3ccc(C)c(C)c3)o2)cc1	13.0	9.7	112.2	0.0	14.6	100.0	-7.9	3.5	-0.3	0.9
Cc1cnc2ncc3sccc3c2c1	-5.3	-4.9	84.6	-7.2	0.7	106.8	17.5	-4.6	-0.2	1
[O-]/C(=C(\C(=S)NCc1ccco1)[n+]1ccccc1)c1ccccc1Br	4.7	-4.0	95.4	-5.9	22.1	105.3	8.4	4.1	-0.3	0.8
CCOc1ccccc1NC(=O)CSc1nnc(-c2cnccn2)n1CC	-7.1	-0.7	95.1	7.5	5.5	91.9	12.0	4.1	1.0	0.9
O=C(Nc1ccccc1)Nc1nnc(-c2cccs2)s1	-6.5	-91.6	92.8	-20.1	8.9	118.4	7.1	11.1	-0.3	0.9
Cc1nc(N)sc1Cc1ccc2c(c1)OCO2	5.5	1.2	96.3	4.3	7.8	96.0	8.3	4.2	0.1	0.9
NNC(=O)c1ccc(Cl)cc1Cl	-8.2	-12.1	102.7	-9.1	11.7	108.0	-0.4	1.9	-0.2	0.9
CC(=O)Nc1ccccc1-c1nc2ccc(C(=O)N3CCN(c4cc(C)ccc4C)CC3)cc2[nH]c1=O	5.0	-13.5	101.6	-6.9	29.7	106.2	2.9	4.6	-0.6	0.7
NS(=O)(=O)c1cnccc1Nc1ccc(Cl)c(Cl)c1	3.1	9.2	106.9	-11.4	12.9	110.1	-3.0	-3.0	-0.2	0.9
NC(=O)c1ccc(C(F)(F)F)n(Cc2c(Cl)cccc2Cl)c1=O	0.0	2.4	108.8	-1.5	22.1	101.3	-2.4	5.1	-0.5	0.8
(continued)
SMILES	TLR4 MyD88 comp	APP 5UTR inh	STAT3 activator	STAT1 blocker	Diaphorase inh	STAT1 act	STAT3 inh	G6PDH counter	Hsp70 act	Diaph act CS
CCCNC(=O)c1cnc(Sc2ncc(C(F)(F)F)cc2Cl)n1C	-3.5	-3.9	90.8	-0.7	5.0	100.7	15.2	-1.4	-0.1	0.9
Fc1cccc(/C=N/Nc2ncnc3nc[nH]c23)c1	-0.6	-17.4	79.3	-42.4	1.8	138.5*	24.0	16.6	-0.1	1
CCc1ccc(C2CC(c3ccccc3)Nc3nc(N)nn32)cc1 (centres undefined)	-3.9	-10.7	nt	-0.2	-9.7	98.9	nt	7.2	-0.1	1.1
O=C(O)COc1ccc(Oc2ccccc2)cc1	3.7	-4.7	102.5	1.5	6.3	98.6	1.3	-13.9	-0.1	0.9
Cc1sc2nc(CSc3ccccc3)nc(NCCN(C)C)c2c1C	6.3	-19.5	108.3	-12.9	-0.9	111.5	-9.9	13.3	0.0	1
Cc1cc(C)c2cc(CN(CCO)C(=O)Nc3ccc(Cl)cc3)c(=O)[nH]c2c1	-2.3	25.0	87.7	3.7	12.3	97.0	20.4	7.8	-0.5	0.9
